# phage Ecoli inh = E. coli growth loss with phage present. growth absorbance. hit rate 0.26% among 360,000. inhibition, % at 11.9 µM. AID 651602; in the data active means inhibition above about 11%
# Pemphigus Ab inh = blocks pemphigus antibody binding to human desmoglein-3; binding (percent of control), % at 10 µM; DSG3-coupled beads, scFv-anti-DSG3-GFP binding, flow cytometry; active compounds read low; AID 588358; P32926; hit rate 0.48% among 310,000;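 active means binding more than 3 SD below its plate's average and above zero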;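 further: hits lower antibody fragment binding to DSG3; some compounds called inactive have numbers as strong as hits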
# Target sequence (P32926 whole entry, looked up, the tested form may be a part): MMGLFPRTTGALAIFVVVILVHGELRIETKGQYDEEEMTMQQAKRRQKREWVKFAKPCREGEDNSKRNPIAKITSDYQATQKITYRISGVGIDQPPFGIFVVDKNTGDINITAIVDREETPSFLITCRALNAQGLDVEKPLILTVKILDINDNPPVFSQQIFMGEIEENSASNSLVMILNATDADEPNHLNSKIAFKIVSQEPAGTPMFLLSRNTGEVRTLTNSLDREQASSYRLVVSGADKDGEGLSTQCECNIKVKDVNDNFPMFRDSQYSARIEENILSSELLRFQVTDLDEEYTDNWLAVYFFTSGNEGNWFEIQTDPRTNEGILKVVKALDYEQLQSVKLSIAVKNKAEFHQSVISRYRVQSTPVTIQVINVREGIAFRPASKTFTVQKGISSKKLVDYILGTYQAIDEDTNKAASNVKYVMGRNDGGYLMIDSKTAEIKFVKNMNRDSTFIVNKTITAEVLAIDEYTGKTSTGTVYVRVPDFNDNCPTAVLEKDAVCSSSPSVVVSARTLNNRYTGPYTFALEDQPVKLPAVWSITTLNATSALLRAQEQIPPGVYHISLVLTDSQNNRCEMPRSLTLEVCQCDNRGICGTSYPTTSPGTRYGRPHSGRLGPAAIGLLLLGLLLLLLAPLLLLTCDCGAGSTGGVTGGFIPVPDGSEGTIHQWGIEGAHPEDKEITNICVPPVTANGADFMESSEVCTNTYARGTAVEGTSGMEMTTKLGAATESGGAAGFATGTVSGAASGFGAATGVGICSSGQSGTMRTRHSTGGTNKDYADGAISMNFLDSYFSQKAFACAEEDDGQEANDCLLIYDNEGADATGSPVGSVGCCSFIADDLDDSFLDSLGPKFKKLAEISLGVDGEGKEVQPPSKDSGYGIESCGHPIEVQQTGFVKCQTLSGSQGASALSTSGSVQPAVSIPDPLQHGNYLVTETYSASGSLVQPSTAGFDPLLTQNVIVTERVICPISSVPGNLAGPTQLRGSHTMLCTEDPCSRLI
# PKA-R1A activ = activators of PKA-R1A complex. PKA-R1A dissociation, Cy5-IP20 fluorescence polarization; scaled: DMSO 0%, 113 µM cGMP 100%. hit rate 0.083% among 340,000. activation, % at 11.4 µM. AID 504707;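 active means percent activation above the mean of all tested compounds plus 3 SD, cut at about 19% in these data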;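 further: higher means more PKAc released from R1A so a rise in polarization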
# * hit, by the source's call. This is a subset, so the mix of outcomes need not match the whole.
SMILES,phage Ecoli inh,Pemphigus Ab inh,PKA-R1A activ
Cc1noc(C)c1S(=O)(=O)Nc1ccc2c(c1)C(=O)N([C@H](C)CO)C[C@H](C)[C@H](CN(C)C(=O)NC(C)C)OCCCC[C@@H](C)O2,0.6,99,7
O=C(NC(Cc1nn[nH]n1)C(=O)OCc1ccccc1)OCc1ccccc1 (stereo unspecified),-0.3,109,-9
CCCCN1C[C@H](CSC)[C@@H](CC(=O)Nc2ccc(OC)cc2)C1=O,1.3,98,-6
COc1ccccc1N1CCN(S(=O)(=O)CCNC(=O)c2ccco2)CC1,2.3,99,-3
Cc1csc(N=Nc2ccc(N(C)C)cc2)[n+]1[O-],1.8,101,-2
CC(=O)Oc1cc2c(cc1OC(C)=O)C(=O)CCCC2,2.4,101,1
Cc1cn([C@H]2C[C@H](O)[C@@H](CNCc3ccc4ncccc4c3)O2)c(=O)[nH]c1=O,2.9,96,-1
COCCCN1C(=O)C(CC(=O)NCc2cccs2)CC(C(=O)N(C)C)=C1C (stereo unspecified),0.9,115,-12
COc1ncnc2c1ncn2CCCNCc1ccc2c(c1)OCO2,2.3,103,0
O=C(NCc1nnnn1-c1ccc(F)cc1)c1ccc2c(c1)OCO2,4.1,105,7
CN(C(=O)COC(=O)COc1ccc2ccccc2c1)c1ccccc1,4.9,98,15
COc1ccc(NC(=O)CNCc2cccs2)c(OC)c1,2.4,92,-8
CCOC(=O)CSc1nc2nc(Cl)c(Cl)nc2[nH]1,1.6,105,-7
COc1ccc([C@H]2C[C@H](n3cc(COC(=O)c4ccccc4)nn3)[C@@H](O)CN2CC2CCCCC2)cc1,0.7,108,4
COc1ccc2ccccc2c1C=NN1CCCCC1,3.2,103,-2
Cc1cccc(Cn2c(NC3CCCC3)nc3c2c(=O)[nH]c(=O)n3C)c1,-0.6,100,-5
Cc1cc(=O)[nH]c2nc3ccccc3n12,5.8,100,-1
Cc1ccccc1S(=O)(=O)N(C)C[C@H]1OCc2cnnn2CCCC(=O)N([C@H](C)CO)C[C@H]1C,3.7,101,10
Nc1ccn([C@@H]2O[C@H](CN=C3NS(=O)(=O)c4ccccc43)[C@@H](O)[C@H]2O)c(=O)n1,1.0,100,5
O=C(COC(=O)c1cc([N+](=O)[O-])ccc1N1CCOCC1)NCc1ccccc1,1.5,104,7
O=C(O)c1cccc(N2C(=O)C=CC2=O)c1,0.5,101,-12
O=C(COC(=O)c1cc(F)c(F)cc1Cl)NC1CCCCCC1,-1.4,101,-5
Cc1cccc(C(=O)C(O)(c2ccccc2)C2CCCCC2=O)c1 (stereo unspecified),5.6,106,0
Cc1ccc([C@H]2C[C@@H](O)[C@H](n3cc(-c4ccc(F)cc4)nn3)CN2Cc2cccs2)cc1,2.5,95,1
O=C(CNc1ccc(C(F)(F)F)cc1)Nc1cccc(S(=O)(=O)N2CCCCC2)c1,1.4,100,-7
CCCCCN(C(=O)CCC(=O)OC(C)C(=O)Nc1ccccc1C)c1c(N)n(CCCC)c(=O)[nH]c1=O (stereo unspecified),-0.3,94,3
COc1cccc(OC)c1C(=O)N1CCN(Cc2ccccc2F)CC1,1.5,104,-3
CCc1nnc(NC(=O)c2ccco2)s1,3.5,105,-2
O=S1(=O)CCN(CCc2ccccc2)CC1,1.8,101,-8
Cc1ccc2nc(SCC(=O)N3N=C(c4cccs4)CC3c3ccc(F)cc3)nc(=O)n2c1 (stereo unspecified),1.2,94,13
COc1ccc(NC(=O)c2ccc(-c3ccc(F)cc3)o2)cc1OC,-1.0,99,2
COc1ccc(C(=O)Nc2nc(C)cs2)cc1S(=O)(=O)N1CCOCC1,1.9,101,1
CC(=O)N1CC2(CC(c3ccccc3C(F)(F)F)=NO2)CN1c1ccc(Cl)cc1 (stereo unspecified),1.7,100,-12
COc1ccc(C(=O)Nc2ccc3c(c2)OCO3)cc1S(=O)(=O)N1CCOCC1,2.3,106,5
OCC1OC(Nc2ccccc2C=NO)C(O)C1O (stereo unspecified),3.9,104,7
CC1CCN(C(=O)COC(=O)c2cccc(S(=O)(=O)N3CCOCC3)c2)CC1,4.6,106,-5
COc1cc(C=CC(=O)N2CCN(CC(=O)N3CCCC3)CC2)cc(OC)c1OC,3.5,101,-1
CCOc1ccc(CNC(=O)C2CCN(S(=O)(=O)N3CCC(C)CC3)CC2)cc1OC,4.5,100,0
CC1=C(C(=O)N(C)C)CC(CC(=O)NC2CCCC2)C(=O)N1CCCN1CCCC1=O (stereo unspecified),-0.1,104,-5
COc1ccccc1NC(=O)COC(=O)c1c(NC(C)=O)sc(C)c1C,0.6,104,2
COc1ccc(N(CC(=O)NCc2cccs2)S(=O)(=O)c2ccc(C(C)=O)cc2)cc1,-0.8,104,-10
COc1ccc(NC(=O)C[C@H]2C(=O)N(C3CCCCC3)C[C@@H]2c2ccccc2)cc1,1.4,106,-2
COc1cccc(NC(=S)NC(Cc2ccccc2)c2ccccc2)c1 (stereo unspecified),3.0,104,6
COc1ccccc1N(CC(=O)NCCSCc1ccccc1)S(=O)(=O)c1ccccc1,0.3,97,-7
COc1ccc([C@H]2C[C@H](O)[C@@H](n3cc(C4CC4)nn3)CN2CC2CCCCC2)cc1,4.8,105,-9
N#CC1C(=O)NC(=O)C(C#N)C12CCCc1sccc12 (stereo unspecified),0.7,103,1
CN1CCN(C(=O)C(=O)c2cn(CC(=O)N3CCCCCC3)c3ccccc23)CC1,2.3,110,-1
CCCCCC(=O)N1C[C@@H](O)[C@H](n2cc(COC(=O)c3ccccc3)nn2)C[C@@H]1c1ccc(OC)cc1,1.9,100,7
O=C(CC1CC2CCC1C2)N1CCN(S(=O)(=O)c2ccc(C(F)(F)F)cc2)CC1 (stereo unspecified),1.9,102,6
Cc1ccc(Cc2c(-c3ccc(C#N)cc3)nc3ccc(Br)cn23)cc1,3.0,113,-3
Cc1ccc(CS(=O)Cc2ccc(C(=O)NCCCc3ccccc3)o2)cc1 (stereo unspecified),-0.5,98,3
Cc1ccc(NC(=O)CN(C)C(=O)C2CSC3(C)CCC(=O)N23)cc1 (stereo unspecified),1.1,100,-8
O=C(NCc1cc2ccccc2[nH]1)C1CCC(=O)N(CC2CCCCC2)C1 (stereo unspecified),5.2,102,-2
Fc1ccc(NC(=S)SCc2ccc3c(c2)OCO3)cc1F,4.2,109,-4
C/C(Nc1ccc(Cl)c(Cl)c1)=C1/CCOC1=O,2.8,107,-12
CCOC(=O)CCCCCC(=O)Nc1ccc2c(c1)C(=O)N([C@H](C)CO)C[C@H](C)[C@H](CN(C)C(=O)C1CCCCC1)OCCCC[C@@H](C)O2,0.9,117,-10
O=C(COC(=O)CSc1ccccc1)NC1CCS(=O)(=O)C1 (stereo unspecified),1.8,103,-2
O=[N+]([O-])c1ccc2c(c1)-c1ccccc1C2O (stereo unspecified),4.7,99,3
NC(=O)N/C=C1\CCCOC1=O,0.8,108,2
CC(OC(=O)c1ccc(NC(=O)CC#N)cc1)C(=O)Nc1ccc(S(=O)(=O)N2CCCC2)cc1 (stereo unspecified),1.4,104,0
# The results go on:
SMILES,phage Ecoli inh,Pemphigus Ab inh,PKA-R1A activ
O=C1c2ccccc2-c2ccccc2NC1O (stereo unspecified),1.8,96,10
COc1ccc(C)cc1S(=O)(=O)N1CCCC(N2CCN(c3ccccc3)CC2)C1 (stereo unspecified),6.3,109,-1
CCN(CC(=O)Nc1c(F)cccc1F)C(=O)CCCSc1nc2ccccc2[nH]1,0.9,104,-1
CC1CC(C)CN(S(=O)(=O)c2ccc(C(=O)OCC(=O)Nc3ccccc3)cc2)C1 (stereo unspecified),1.9,104,7
COc1ccccc1N(CC(=O)NCc1ccccc1)S(=O)(=O)c1cccs1,4.0,110,-2
COc1ccc(-c2ccc(CN3C(CC(C)C)C(=O)N(Cc4cn(CC5CCCCC5)nn4)CCS3(=O)=O)cc2)cc1 (stereo unspecified),1.6,109,-3
O=S1(=O)N[C@@H](Cc2ccccc2)COc2ccc(Cl)cc21,2.6,100,-1
O=C(COc1ccc(Cl)cc1)N1CCN(S(=O)(=O)c2cc(F)ccc2F)CC1,2.7,113,1
O=C(C[C@@H]1C[C@@H]2c3cc(NS(=O)(=O)c4ccc(F)cc4)ccc3O[C@@H]2[C@@H](CO)O1)NC1CCCCC1,2.6,100,2
O=C(COC(=O)CN1C(=O)c2ccccc2C1=O)Nc1ccccc1C(F)(F)F,0.9,84*,1
Cc1ccc(CCN2CC(C(=O)NC3CCC(C)CC3)CC2=O)cc1 (stereo unspecified),2.2,98,-8
Cc1c(C(=O)NC2CC(C)(C)NC(C)(C)C2)oc2c(Cl)cccc12,3.8,111,-5

# Rewritten with bars between the fields: 7 of the compounds above
Molecule | phage Ecoli inh | Pemphigus Ab inh | PKA-R1A activ
CC1CC(C)CN(S(=O)(=O)c2ccc(C(=O)OCC(=O)Nc3ccccc3)cc2)C1 (stereo unspecified) | 1.9 | 104 | 7
COc1ccccc1N(CC(=O)NCc1ccccc1)S(=O)(=O)c1cccs1 | 4.0 | 110 | -2
COc1ccc(-c2ccc(CN3C(CC(C)C)C(=O)N(Cc4cn(CC5CCCCC5)nn4)CCS3(=O)=O)cc2)cc1 (stereo unspecified) | 1.6 | 109 | -3
O=S1(=O)N[C@@H](Cc2ccccc2)COc2ccc(Cl)cc21 | 2.6 | 100 | -1
O=C(COc1ccc(Cl)cc1)N1CCN(S(=O)(=O)c2cc(F)ccc2F)CC1 | 2.7 | 113 | 1
O=C(C[C@@H]1C[C@@H]2c3cc(NS(=O)(=O)c4ccc(F)cc4)ccc3O[C@@H]2[C@@H](CO)O1)NC1CCCCC1 | 2.6 | 100 | 2
O=C(COC(=O)CN1C(=O)c2ccccc2C1=O)Nc1ccccc1C(F)(F)F | 0.9 | 84* | 1

# (list continues)
SMILES,phage Ecoli inh,Pemphigus Ab inh,PKA-R1A activ
S=C(NCCCN1CCOCC1)NN=C1c2ccccc2-c2ccccc21,0.4,110,-4
N#CC(=C1C=C(Br)C(=NO)C=C1Cl)c1ccc(Cl)cc1,4.0,101,-5
Cn1c(=O)c2c(-c3ccccc3)n(-c3cc([N+](=O)[O-])ccc3O)cc2n(C)c1=O,1.8,101,-11
O=C(COC(=O)c1cc(Br)ccc1O)NCCC1=CCCCC1,2.4,95,-7
O=C(Cc1ccc([N+](=O)[O-])cc1)NCCS(=O)(=O)N1CCN(c2ccccc2)CC1,-0.3,97,12
CC(C)Oc1ccc(S(=O)(=O)N2CCOCC2)cc1NC(=O)CC1CC2CCC1C2 (stereo unspecified),1.2,93,-1
CCn1cc(/C=C(\NC(=O)c2ccccc2)C(=O)NCCN2CCOCC2)c2ccccc21,-0.4,114,-4
CN1CCCC1=Nc1ccccc1,0.4,107,10
C[C@H](CO)N1C[C@H](C)[C@@H](CN(C)S(=O)(=O)c2ccccc2F)Oc2ncc(C#Cc3cccnc3)cc2C1=O,1.7,104,-5
O=c1[nH]c2ccc(Br)cc2c(=O)o1,2.3,98,3
Cc1noc(NS(=O)(=O)c2ccc(NS(=O)(=O)c3ccc(C(C)(C)C)cc3)cc2)c1C,0.6,95,-10
CCCCCCNC(=O)O[C@]12C[C@@H](C(=O)OC)[C@@H](C(=O)OC)C[C@@]1(O)CN(S(=O)(=O)c1ccc(C)cc1)C2,0.6,110,-14
CCOC(=O)Cn1nc2oc(=O)c(CCN3CCN(c4ccccc4OC)CC3)c(C)c2c1C,2.8,108,11
O=C(CNc1cccc(S(=O)(=O)N2CCCCC2)c1)Nc1ccc(C(F)(F)F)cc1,3.0,97,-11
COc1ccc(CN(C)C[C@H]2OCCCC[C@@H](C)Oc3ccc(NC(=O)c4ccccc4)cc3C(=O)N([C@H](C)CO)C[C@@H]2C)cc1,0.7,110,-12
Cc1ccc2ccc(C#N)cc2c1O,2.6,105,1
O=C(NC(=S)Nc1ccc([N+](=O)[O-])cc1)c1ccco1,-0.5,106,5
COc1ccccc1Cn1c(=S)[nH]c2cc(C(=O)N3CC(C)CC(C)C3)ccc2c1=O (stereo unspecified),1.9,98,-7
O=C(OCc1cn([C@H]2C[C@H](c3ccc(Cl)cc3)N(C(=O)C3CCCCC3)C[C@@H]2O)nn1)c1ccccc1,3.1,102,-4
CC(=O)N1CCC(C(=O)Nc2cc(S(=O)(=O)N3CCCCC3)ccc2C)CC1,0.8,105,-2
COc1ccc([C@@H]2C[C@H]3[C@@H](CN2S(=O)(=O)c2ccccc2)C(=O)C[C@@H](c2ccc(C)cc2)N3S(=O)(=O)c2ccc(C)cc2)cc1,1.2,98,-10
C[C@@H]1CN([C@@H](C)CO)C(=O)CCCn2cc(nn2)CO[C@H]1CN(C)C(=O)OCc1ccccc1,2.7,99,-19
c1ccc(CN=C2CCCc3ccccc3N2)cc1,2.7,101,15
CC1(C)Cc2c(sc(NC(=O)Cc3ccccc3)c2C#N)C(C)(C)N1,5.0,96,1
COc1ncnc2c1ncn2CCCN(C)CCc1ccccn1,-1.5,112,-18
CS(=O)(=O)N(CC(=O)N1CCCC1)c1ccc(F)cc1,-0.2,98,5
O=S(=O)(Cc1nnnn1-c1ccc(Br)cc1)c1ccccc1,3.3,101,11
Cc1ccc([C@H]2N[C@]3(CCCN(Cc4cccn4C)C3=O)[C@H]3C(=O)N(Cc4ccccc4)C(=O)[C@@H]23)cc1,1.5,103,7
C[C@H](CO)N1C[C@H](C)[C@@H](CN(C)Cc2ccncc2)Oc2ncc(Br)cc2C1=O,1.7,106,1
Cc1ccc(S(=O)(=O)N2CCN(C(=O)N3CCCCC3)CC2)c(C)c1,2.2,105,1
Cc1nc2ccccc2nc1CC(O)(c1ccccc1)c1ccccc1,0.5,100,-9

# Rewritten with values ahead of the structure: entries from further up.
phage Ecoli inh | Pemphigus Ab inh | PKA-R1A activ | canonical_smiles
5.0 | 96 | 1 | CC1(C)Cc2c(sc(NC(=O)Cc3ccccc3)c2C#N)C(C)(C)N1
3.5 | 105 | -2 | CCc1nnc(NC(=O)c2ccco2)s1
